Pol eta inh: blocks human DNA polymerase eta activity; Q9Y253; recombinant Pol eta, fluorescent DNA replication assay; Potency, µM (highest dose often 114 µM), without a hit: at the highest dose activity change, negative = inhibition, hits mostly inhibitors; 390,000 tested, 1.2% active; AID 588591; note: % is set by controls: 0 for no effect and ±100 for the full control effect
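Fluorescent replication assay: 50 nM final substrate added after a 15 min room-temperature compound preincubation with 10 nM enzyme. Signal taken at 0 min and again at 10 min.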
BLM helicase inh: blocks DNA unwinding by human BLM helicase | 350,000 tested, 0.2% active | recombinant BLM DNA unwinding, fluorescence dequenching | AID 2528 | Potency, µM (top dose mostly 56.1 µM), without a hit: top-dose activity change, negative = inhibition, most hits filed as inhibitors;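 note: plate controls were vehicle for no effect and no enzyme for full effect; nearly all actives have a fitted effect of over 35% in size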
Anesthetic bind: candidate novel general anesthetic via apoferritin binding; Potency, µM (highest dose often 77.5 µM), inactives show at the top dose activity change, negative = displacement, actives largely listed as inhibitors; 350,000 tested, 0.074% active; P02791; apoferritin/1-aminoanthracene competitive binding, fluorescence; note: % is set by controls: 0 for no effect and ±100 for the full control effect; nearly all actives have a fitted effect of over 20% in size
Target sequence (P02791 2-175 limits assumed): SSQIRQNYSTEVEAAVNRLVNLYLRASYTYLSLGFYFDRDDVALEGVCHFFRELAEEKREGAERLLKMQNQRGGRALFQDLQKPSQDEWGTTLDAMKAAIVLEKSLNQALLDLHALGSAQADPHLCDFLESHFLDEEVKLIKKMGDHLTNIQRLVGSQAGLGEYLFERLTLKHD
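Probe: 1-aminoanthracene (50% saturated, PBS). Protein: horse-spleen apoferritin, 10 uM. Incubation: 10 min, room temperature. Detection: 380 nm excitation, 535 nm emission. Analysis: normalized response, four-parameter Hill.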
APEX1 inh: inhibitors of human APE1 endonuclease; Potency, µM (titrated, usually from 65.8 µM), inactives show top-dose activity change, negative = inhibition, hits mostly inhibitors; P27695; 350,000 tested, 0.35% active; recombinant APE1, TAMRA/BHQ-2 abasic DNA cleavage fluorescence;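 note: plate controls were vehicle for no effect and reference inhibitor for full effect; nearly all actives have a fitted effect of over 55% in size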
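Quantitative HTS: incision of a TAMRA/BHQ-2 double-stranded substrate bearing a tetrahydrofuran abasic site by 0.75 nM APE1 raises fluorescence. Substrate 50 nM final, added after 15 min compound preincubation at room temperature; progress as third-minus-first kinetic read difference.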
Pol beta inh: inhibitors of human DNA polymerase beta | P06746 | Pol beta primer extension/strand displacement, fluorescence kinetic | Potency, µM (doses to about 114 µM), for inactives: at the top dose activity change, negative = inhibition, hits mostly inhibitors | 340,000 tested, 1.3% active | AID 485314; note: % is set by controls: 0 for no effect and ±100 for the full control effect
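Homogeneous kinetic assay of primer extension and strand displacement by 10 nM Pol beta, preincubated 15 min at room temperature with compound before 50 nM substrate (final) was added. Read at 0 and 10 min; four-parameter Hill fit.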
POLI inh: inhibitors of human DNA polymerase iota; Q9UNA4; Pol iota fluorescent replication assay, 10 min; Potency, µM (top dose mostly 115 µM), for inactives: at the top dose activity, negative = inhibition, actives largely listed as inhibitors; 390,000 tested, 1% active; AID 588590
Target sequence (Q9UNA4 whole entry, looked up): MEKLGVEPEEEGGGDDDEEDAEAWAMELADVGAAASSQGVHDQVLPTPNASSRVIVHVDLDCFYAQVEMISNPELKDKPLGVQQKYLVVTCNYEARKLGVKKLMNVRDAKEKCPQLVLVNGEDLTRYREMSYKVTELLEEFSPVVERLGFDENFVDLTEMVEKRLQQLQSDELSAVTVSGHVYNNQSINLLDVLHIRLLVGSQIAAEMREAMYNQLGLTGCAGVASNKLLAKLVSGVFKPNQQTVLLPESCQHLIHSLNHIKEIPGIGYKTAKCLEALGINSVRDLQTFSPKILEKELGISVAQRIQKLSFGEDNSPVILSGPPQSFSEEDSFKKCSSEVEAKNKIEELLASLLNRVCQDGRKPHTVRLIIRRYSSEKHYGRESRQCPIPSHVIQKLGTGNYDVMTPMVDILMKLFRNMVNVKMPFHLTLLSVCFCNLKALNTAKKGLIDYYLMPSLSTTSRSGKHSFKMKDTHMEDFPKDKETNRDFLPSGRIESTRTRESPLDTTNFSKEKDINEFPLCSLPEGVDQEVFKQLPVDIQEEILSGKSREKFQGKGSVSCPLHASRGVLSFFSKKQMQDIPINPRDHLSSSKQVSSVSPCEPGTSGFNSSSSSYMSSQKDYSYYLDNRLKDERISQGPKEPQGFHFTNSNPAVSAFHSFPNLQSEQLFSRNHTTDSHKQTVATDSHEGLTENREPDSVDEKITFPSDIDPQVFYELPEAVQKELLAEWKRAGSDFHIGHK
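Pol iota at 10 nM preincubated 15 min with compounds at room temperature; reaction started with fluorescent substrate, 50 nM final. Fluorescence read kinetically at 0 and 10 min; buffer-only wells as negative control.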
BAZ2B inh: blocks human BAZ2B; Q9UIF8; Potency, µM (doses to about 114 µM), for the others: at the highest dose activity change, negative = inhibition, hits mostly inhibitors; 360,000 tested, 4.4% active; AlphaScreen BAZ2B-H3K14Ac peptide displacement; note: % is set by controls: 0 for no effect and ±100 for the full control effect; nearly all actives have a fitted effect of over 60% in size
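BAZ2B 50 nM plus b-H3(5-23)K14Ac 50 nM, PBS pH 7.4/0.01% Tween-20, 30 min RT; compound added (max 110 uM), 30 min RT; streptavidin donor/Ni-chelate acceptor beads 10 ug/mL final, 20 min dark; AlphaScreen read.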
G9a block: blocks human histone lysine methyltransferase G9a | Q96KQ7 | G9a H3K9 monomethylation, AlphaScreen, 2 h | Potency, µM (titrated, usually from 102 µM), for inactives: top-dose activity, negative = inhibition, hits mostly inhibitors | 350,000 tested, 8.8% active | AID 504332; note: % is set by controls: 0 for no effect and ±100 for the full control effect; nearly all actives have a fitted effect of over 75% in size
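AlphaScreen read-out: biotin-H3K9 peptide (500 nM) methylation by 20 nM enzyme with 20 uM SAM, 2 h at room temperature after 15 min compound preincubation; anti-monomethyl H3K9 antibody plus donor/acceptor beads, 10 min dark.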
POLK inh: inhibitors of human DNA polymerase kappa | Q9UBT6 | purified Pol kappa, fluorescent DNA synthesis assay, 10 min | Potency, µM (titrated, usually from 107 µM), for inactives: at the top dose activity, negative = inhibition, hits mostly inhibitors | 400,000 tested, 0.53% active | AID 588579; note: % is set by controls: 0 for no effect and ±100 for the full control effect
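Kinetic fluorescence readout at 0 and 10 min followed reaction start with substrate at 50 nM final. Beforehand, enzyme (10 nM Pol kappa) stood 15 min with compound at room temperature; buffer-only wells were negative controls.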
* hit, by the source's call; & = joins results of further samples; [ ] = remark or other dose. Calls come from the whole dose curve; as a rule, active = well fitted curve in the direction sought with a large enough effect; inconclusive = small, poorly fitted or top-dose-only effect, or another doubt; inactive = no such curve, though single readings can be large; an effect the other way counts as inactive or inconclusive. Potency is the fitted concentration of half-maximal effect. An excerpt, so the mix of outcomes need not match the whole.

Screening CCn1c(O)c(C=Nc2ccc(S(N)(=O)=O)cc2)c(=O)[nH]c1=S returned Pol eta inh inconclusive, BLM helicase inh -6%, Anesthetic bind -2%, APEX1 inh 2%, Pol beta inh 8%, POLI inh -8%, BAZ2B inh -2%, G9a block inconclusive and POLK inh -9%.
Screening Cn1cc(C(=O)NP(=O)(N2CCOCC2)N2CCOCC2)c2ccccc21 returned Pol eta inh -3%, BLM helicase inh 1%, Anesthetic bind -1%, APEX1 inh 22%, Pol beta inh 12%, POLI inh 86%[activator], BAZ2B inh inconclusive, G9a block inconclusive and POLK inh -7%.
Screening COc1ccc(-c2nn(CCC#N)cc2C(=O)NCc2ccccc2)cc1OC returned Pol eta inh -2%, BLM helicase inh 0%, Anesthetic bind -1%, APEX1 inh 11%, Pol beta inh 0%, POLI inh 12%, BAZ2B inh 3%, G9a block 9% and POLK inh -2%.
CN1CCN2c3ccc(N)cc3CC3(C(=O)NC(=O)NC3=O)C2C1 (configuration not stated) was read as Pol eta inh -14%, BLM helicase inh -21%, Anesthetic bind -3%, APEX1 inh inconclusive, Pol beta inh 45%, POLI inh inconclusive, BAZ2B inh 7.9µM*, G9a block 18µM* and POLK inh -9%.
Screening O=c1[nH]c(O)c(C=NCCc2ccccc2)c(=O)[nH]1 returned Pol eta inh -12%, BLM helicase inh 2%, Anesthetic bind 7%, APEX1 inh 3%, Pol beta inh 17%, POLI inh -16%, BAZ2B inh 0% and POLK inh -12%.
For Cc1ccc(N2C(=O)/C(=C/c3ccc(CN(CCC#N)S(C)(=O)=O)o3)C(=O)NC2=S)cc1 the results were Pol eta inh 2.2µM*, BLM helicase inh -6%, Anesthetic bind inconclusive, APEX1 inh inconclusive, Pol beta inh 6.3µM*, POLI inh 3.2µM*, BAZ2B inh 50µM*, G9a block 7.9µM* and POLK inh 18µM*.
For Oc1ccc2c3c1O[C@H]1[C@@H](O)CC[C@]4(O)[C@H](C2)N(CC2CCC2)CC[C@@]314 the results were BLM helicase inh 3%[21.4 µM], Anesthetic bind 3%[29.3 µM], APEX1 inh -2%[21 µM], G9a block 21%[21.5 µM] and POLK inh -4%[12 µM].
`C[C@H]1CO1` gave BLM helicase inh 4%, Anesthetic bind -5%, APEX1 inh -6% and POLK inh 12%[60.1 µM].
NC(=O)CN1CC(O)CC1=O (configuration not stated) was read as Pol eta inh 0%[57.1 µM], APEX1 inh -9%, Pol beta inh -5%[57.1 µM], POLI inh -9%[58.9 µM], G9a block 1%[59 µM] and POLK inh 6%[60.1 µM].
Screening COc1ccc(C(=O)O[C@H]2CC[C@@]3(C)C4CCC5[C@]6(O)C[C@H](O)[C@@]7(O)C(CN8C[C@@H](C)CC[C@H]8[C@@]7(C)O)[C@]6(O)C[C@@]53O[C@@]42O)cc1OC (some centres not stated) returned Anesthetic bind -7%&-4%, APEX1 inh -3%&14%, G9a block 34%&45%[59 µM] and POLK inh 4%&7%[19.4 µM].
`O=C(CCN1CCCCC1)Nc1ccc(Cl)cc1C(=O)c1ccccc1` gave Pol eta inh -8%, BLM helicase inh 1%, Anesthetic bind -16%, APEX1 inh -6%, Pol beta inh 1%, POLI inh 3%, BAZ2B inh 4%, G9a block -11%[2.33 µM] and POLK inh 8%.
C[n+]1c2ccccc2nc2ccc(NCCO)cc21 was read as Pol eta inh 40µM*, BLM helicase inh 18µM*, Anesthetic bind -16%, APEX1 inh 27µM*, Pol beta inh 28µM*, POLI inh inconclusive, BAZ2B inh 13µM*, G9a block 1%[2.33 µM] and POLK inh 45µM*.

Continued; the last 3 above are carried over.
Screening COc1ccc(C(=O)O[C@H]2CC[C@@]3(C)C4CCC5[C@]6(O)C[C@H](O)[C@@]7(O)C(CN8C[C@@H](C)CC[C@H]8[C@@]7(C)O)[C@]6(O)C[C@@]53O[C@@]42O)cc1OC (some centres not stated) returned Anesthetic bind -7%&-4%, APEX1 inh -3%&14%, G9a block 34%&45%[59 µM] and POLK inh 4%&7%[19.4 µM].
`O=C(CCN1CCCCC1)Nc1ccc(Cl)cc1C(=O)c1ccccc1` gave Pol eta inh -8%, BLM helicase inh 1%, Anesthetic bind -16%, APEX1 inh -6%, Pol beta inh 1%, POLI inh 3%, BAZ2B inh 4%, G9a block -11%[2.33 µM] and POLK inh 8%.
C[n+]1c2ccccc2nc2ccc(NCCO)cc21 was read as Pol eta inh 40µM*, BLM helicase inh 18µM*, Anesthetic bind -16%, APEX1 inh 27µM*, Pol beta inh 28µM*, POLI inh inconclusive, BAZ2B inh 13µM*, G9a block 1%[2.33 µM] and POLK inh 45µM*.
O=C(Cc1ccccc1)Oc1ccccc1N1C(=O)CCC1=O was read as Pol eta inh 8%, BLM helicase inh -1%, Anesthetic bind -6%, APEX1 inh 17%, Pol beta inh 0%, POLI inh 5%, BAZ2B inh 12%, G9a block inconclusive and POLK inh -9%.
For CCOc1ccc(C(=O)NC2CC3CCCC(C2)N3Cc2ccccc2)cc1 (configuration not stated) the results were Pol eta inh -9%, BLM helicase inh -4%, Anesthetic bind -8%, APEX1 inh 18%, Pol beta inh 1%, POLI inh 57%[activator], BAZ2B inh -3%, G9a block -4% and POLK inh 0%.
Screening Fc1ccc(CNCCc2ccc3c(c2)OCO3)cc1 returned Pol eta inh 6%, BLM helicase inh -1%, Anesthetic bind -3%, APEX1 inh 17%, Pol beta inh 22%, POLI inh 13%, BAZ2B inh inconclusive, G9a block 50µM* and POLK inh 2%.
`CN1CCN(C(=O)Cc2nc3ccccc3[nH]2)CC1` gave Pol eta inh -14%, BLM helicase inh -1%, Anesthetic bind -4%, APEX1 inh -2%, Pol beta inh 40%, POLI inh 8%, BAZ2B inh 10%, G9a block -35% and POLK inh 0%.
COc1ccc(-n2c(O)c(C=Nc3c(C)n(C)n(-c4ccccc4)c3=O)c(=O)[nH]c2=O)cc1 was read as Pol eta inh 7%, BLM helicase inh 0%, Anesthetic bind -5%, APEX1 inh -1%, Pol beta inh 2%, POLI inh 5%, BAZ2B inh -3%, G9a block 3%[59 µM] and POLK inh -18%.
`COC(=O)C1=C(c2c(C)noc2C)C[C@@H]2CC[C@H]1N2C(=O)NCCNC(C)=O` gave Pol eta inh -3%, APEX1 inh 23%, POLI inh -14%, BAZ2B inh -2%, G9a block 8%[2.33 µM] and POLK inh 13%.
Screening [Li+] returned Pol eta inh 0%[57.1 µM], APEX1 inh -1%, Pol beta inh 2%[57.1 µM], POLI inh -6%[58.9 µM], G9a block 6%[59 µM] and POLK inh 2%[60.1 µM].
`CN(C)[C@@H]1C(=O)C(C(N)=O)=C(O)[C@]2(O)C(=O)C3=C(O)c4c(O)cccc4[C@@](C)(O)[C@H]3[C@H](O)[C@@H]12` gave BLM helicase inh -11%[21.4 µM], Anesthetic bind 2%[29.3 µM], APEX1 inh inconclusive, G9a block 5µM* and POLK inh 4.7µM*.
Screening CCOC(=O)c1ncc2[nH]c3ccc(OCc4ccccc4)cc3c2c1COC returned BLM helicase inh -7%, Anesthetic bind 10%, APEX1 inh -11%, G9a block 13%[59 µM] and POLK inh -7%[60.1 µM].
CCCOc1ccc(N2C(=O)CC(N3CC=C(c4ccccc4)CC3)C2=O)cc1 (configuration not stated) was read as Pol eta inh -24%, BLM helicase inh -8%, Anesthetic bind inconclusive, APEX1 inh 3%, Pol beta inh 6%, POLI inh -1%, BAZ2B inh -35%, G9a block inconclusive and POLK inh -7%.
`CC/C(=N\NC(=O)Nc1ccccc1)c1c(O)n(Cc2ccccc2)c(=O)[nH]c1=O` gave Pol eta inh -9%, BLM helicase inh -7%, Anesthetic bind -13%, APEX1 inh 0%, Pol beta inh 0%, POLI inh 97%[activator], BAZ2B inh -2%, G9a block -22% and POLK inh -1%.
For Clc1ccc(CCC(Cn2ccnc2)Sc2c(Cl)cccc2Cl)cc1 (configuration not stated) the results were Pol eta inh -13%, APEX1 inh -20%, POLI inh -11%, BAZ2B inh inconclusive, G9a block inconclusive and POLK inh -18%.

Retrieved by structure from the entries so far, two records:
Screening [Li+] returned Pol eta inh 0%[57.1 µM], APEX1 inh -1%, Pol beta inh 2%[57.1 µM], POLI inh -6%[58.9 µM], G9a block 6%[59 µM] and POLK inh 2%[60.1 µM].
Screening COc1ccc(C(=O)O[C@H]2CC[C@@]3(C)C4CCC5[C@]6(O)C[C@H](O)[C@@]7(O)C(CN8C[C@@H](C)CC[C@H]8[C@@]7(C)O)[C@]6(O)C[C@@]53O[C@@]42O)cc1OC (some centres not stated) returned Anesthetic bind -7%&-4%, APEX1 inh -3%&14%, G9a block 34%&45%[59 µM] and POLK inh 4%&7%[19.4 µM].
